Screens (PubChem)
Pf apPOL inh – Pf-apPOL DNA polymerase inhibition. Recombinant Pf-apPOL, molecular beacon fluorescence, 1.5 h. inhibition, % at 10 µM. hit rate 0.25% among 210,000. AID 1794808
mHTT CaM bind – mHTT-calmodulin interaction abrogation. inhibition, % at 15 µM. hit rate 3.6% among 190,000. AlphaScreen His-mHTT/GST-CaM binding, luminescence. P42858. AID 1671202;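 further: 0% = both proteins with DMSO and 100% = one protein alone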
An asterisk follows results filed as active; . = not tested or not shown; + = active, no number; & = joins results of further samples. No stated cut-off is given here; in the data, active means inhibition above about 50%; inactive means the rest. Only part of the results is shown (hit frequency here may not be typical).

SMILES | Pf apPOL inh | mHTT CaM bind
O=C1Nc2ccccc2/C1=c1/sc2n(c1=O)CN(c1cccc(Br)c1)CN=2 | -11 | 44
O=C1c2ccccc2C(=O)N1c1ncc(Cc2ccc(Cl)cc2)s1 | -5 | 0
NC(N)=Nc1nc(CSCCC(N)=NS(N)(=O)=O)cs1 | 11 | .
O=C1CCC(C(=O)NC2(C(=O)NC3CCCCC3)CCCCC2)N1 (stereo not given) | -5 | 2
Cc1ccc(OC(=O)c2ccc(C(C)(C)C)cc2)c(Br)c1 | -4 | .
Cc1cc(C2CCCN2C(=O)Cc2ccccc2F)no1 (stereo not given) | -2 | -2
COc1ccc(C2=C/C(=C\c3ccc([N+](=O)[O-])o3)C(=O)O2)cc1OC | -7 | 2
Cc1c(C(=O)N2CCc3nc(NC(=O)C4CCCO4)sc3C2)cnn1-c1ccccc1 (stereo not given) | -9 | 4
CCC(=O)c1c(C)nc2n(C)c3ccccc3n12 | -2 | -4
O=C(Nc1ccccc1F)c1ccc2nc(-c3ccco3)c(-c3ccco3)nc2c1 | 3 | -1
O=C(CSCc1ccccc1)NCCc1csc(-c2ccc(F)cc2)n1 | -12 | -10
O=C1SC(c2cc(I)ccc2Cl)=N/C1=C\c1cccs1 | -1 | 9
COc1ccc(CNC(=O)C2(C)CCCN(C(=O)c3ccc(Cl)cc3)C2)cc1 (stereo not given) | 2 | 8
CC(C)n1c(Sc2c([N+](=O)[O-])ncn2C)nc2cc(Cl)ccc21 | -4 | .
CCCn1ncc(N2CCC(C(=O)NC(C)c3cccc(OC)c3)CC2)cc1=O (stereo not given) | -6 | -3
COc1cccc(-c2cc(C3CCN(C(=O)Nc4ccccc4C)CC3)[nH]n2)c1 | 0 | 21
O=C(NCCC1=CCCCC1)C1CCCN(c2nc3ccccc3o2)C1 (stereo not given) | -12 | -4
O=C1CCc2cc(NC(=O)c3cccnc3)ccc2N1 | -3 | -4
O=C(NCCN1CCN(C(=O)NCc2cccs2)CC1)c1ccc2c(c1)OCO2 | -2 | -5
C[C@@H]1C(=O)NC2=Nc3cccc(Cl)c3CN21 | -4 | .
CC1=C(C(=O)Nc2ccccc2)C(c2ccc(Br)cc2)n2ncnc2N1 (stereo not given) | -5 | 0
COc1ccc(Cl)cc1NC(=O)CN1C(=O)C(C)SC(C)C1=O (stereo not given) | -4 | -3
CCC(=O)NCCc1csc(C2CCN(C(=O)c3ccc(C)s3)CC2)n1 | -3 | 5
C[N+](C)(C)CCOP(=O)(O)OP(=O)([O-])OC[C@H]1O[C@@H](n2ccc(N)nc2=O)C(O)[C@H]1O (stereo not given in full) | 0 | .
Cc1ccc(NC(=O)c2c(-c3ccccc3Cl)noc2C)c(Br)c1 | -3 | -41
c1ccc(Cn2cnnc2C2CCCN(Cc3ccoc3)C2)cc1 (stereo not given) | -2 | -6
CC(C)(C)n1nc2c(c1NC(=O)c1ccccc1Cl)CS(=O)C2 (stereo not given) | -2 | -1
COc1cc(NC(=O)CN2C(=O)C(c3ccc(Cl)cc3)=NC2(C)C)cc(OC)c1 | -7 | 0
CCCN1CC=C2C(C#N)=C(N)C(C#N)(C#N)C(c3ccc(F)cc3)C2C1 (stereo not given) | 0 | 18
CC1CN(CC(O)COCC23CC4CC(CC(C4)C2)C3)CC(C)O1 (stereo not given) | -1 | 2
O=C(CN1CCC2(CC1)N=C(c1ccccc1)C(=O)N2)Nc1ccc(F)cc1F | -2 | -5
Cc1ccsc1C1NC(=O)c2c(sc3c2CCCC3)N1 (stereo not given) | -1 | 11&26
CCN1C(=O)Cc2ccccc2C1C(=O)NC1CCCCCC1 (stereo not given) | 1 | -7
N#CCSc1ccc(OC(F)(F)F)cc1 | -2 | .
COc1ccc(C)cc1NC(=O)C1c2ccccc2C(=O)N2CCc3cc(OC)c(OC)cc3C12 (stereo not given) | 7 | 24
CC(C)(C)c1nc(CN2CCCCC2)cc(CN2CCCCC2)c1O | -8 | 2
O=S(=O)(c1cccc2nsnc12)N1CCc2ccccc21 | -3 | 18
Brc1cccc(C2CC(c3cccs3)n3nnnc3N2)c1 (stereo not given) | -5 | 10
Cc1ccc(C)c(NS(=O)(=O)c2cc3c(s2)CCN(C(=O)C2CCC2)C3)c1 | 2 | 10
Cc1csc(COc2ccc(C(=O)N3CCNC(=O)C3)cc2)n1 | -11 | -4

Next part, starting with the last three of the part before.
SMILES | Pf apPOL inh | mHTT CaM bind
Brc1cccc(C2CC(c3cccs3)n3nnnc3N2)c1 (stereo not given) | -5 | 10
Cc1ccc(C)c(NS(=O)(=O)c2cc3c(s2)CCN(C(=O)C2CCC2)C3)c1 | 2 | 10
Cc1csc(COc2ccc(C(=O)N3CCNC(=O)C3)cc2)n1 | -11 | -4
Brc1ccccc1CN1CCN(c2ccccn2)CC1 | 0 | -7
COc1ccccc1NC(=O)N1CCC(CNC(=O)c2cc(-c3ccccc3)on2)CC1 | -4 | 18
COc1ncc(C(=O)Nc2ccc(F)c(Cl)c2)c(C)n1 | 0 | -13
Cc1ccc(S(=O)(=O)N2CCSC2c2ccc(Br)cc2)cc1[N+](=O)[O-] (stereo not given) | 19 | -1
Fc1ccc(CN2CCc3ccccc3C2)c(F)c1 | 0 | -11
CCOC(=O)c1cc2c(C)nccn2c1 | -1 | .
CNC(=O)c1cc2c(=O)n3cccc(C)c3nc2n(CCCn2ccnc2)c1=N | -2 | 2
CC(C)CCCC(C)C1CCC2C3CC=C4CC(OC(=O)C=Cc5c6ccccc6cc6ccccc56)CCC4(C)C3CCC12C (stereo not given) | 6 | 2
COc1ccc(Cl)cc1C(=O)N1CCN(Cc2ccsc2)CC1 | 5 | -2
COc1ccc(NNC(N)=S)cc1 | -7 | .
CCCCc1ccc(-c2nc(C=Nc3cc([N+](=O)[O-])ccc3C)c(O)o2)cc1 | 22 | 9
COc1ccc(CCNC(=O)CSc2nc(N)c3c(C)c(C)sc3n2)cc1OC | -8 | -4
O=C(Nc1ccc2c(c1)OCO2)c1cc2cc3ccc(Cl)cc3nc2o1 | -2 | -4
COCCCNC(=O)c1cc2cc3cc(OC)ccc3nc2s1 | -9 | 15
COc1cc([N+](=O)[O-])ccc1NC(=O)C(c1ccccc1)c1ccccc1 | 0 | 37
N#Cc1ccc(NC(=O)CCCn2cnc([N+](=O)[O-])n2)cc1 | -6 | -5
CC1(C)CC(=O)C2=C(C1)OC1=C(C(=O)CC(C)(C)C1)C2c1ccc(-c2ccc3c(c2)COC3=O)o1 | 3 | 40
O=S(=O)(Nc1c(F)c(F)c(F)c(F)c1F)c1ccccc1 | -13 | 9
COc1ccc(C2=N/C(=C\c3cccc(F)c3)C(=O)O2)cc1OC | 1 | 7
O=C(NCc1ccc(F)cc1)C1CC(=O)N(c2ccc(Cl)cc2)C1 (stereo not given) | -1&-2 | -7&1
CN1CCN2c3ccccc3Cc3ccccc3C2C1 (stereo not given) | -3 | .
NC(=O)N1N=C(c2ccc(Cl)cc2)CC1(O)C(F)(F)F (stereo not given) | -1 | -5
CCCCN1C(=O)C(C)(C(=O)Nc2cccc(CC)c2)Oc2cccnc21 (stereo not given) | -7 | -48
CC(=O)NC1=NN(C(C)=O)C(C)(CS(=O)(=O)c2ccc(Br)cc2)S1 (stereo not given) | -6 | 4
CCc1ccc(C2C(C#N)=C(N)N(c3ccccc3)C3=C2C(=O)CC(C)(C)C3)s1 (stereo not given) | -8 | 50*
CCCCc1ccc(NC(=O)Cn2cnc3c(-c4ccccc4)csc3c2=O)cc1 | 0 | -19
O=C(Nc1ccccc1F)c1cccc(C(=O)Nc2ccccc2F)c1 | 3&-14 | 2&2
CCOc1cc(/C=C2/SC(=N)NC2=O)cc(Cl)c1O | -4 | 6
O=C(Nc1nc2c(s1)COc1ccccc1-2)c1ccc(N2C(=O)CCC2=O)cc1 | -2 | -1
O=C(Nc1ccc(Cl)cc1)Nc1cccc(Cl)c1 | -7 | -13
CCCN1CCC(=O)N([C@H](CSc2ccccc2)CC(C)C)CC1 | -6 | 16
COc1ccc(-c2ccc3nc(C(=O)NCC(C)C)cn3c2)cc1 | -7 | 7
CCOc1ccc(NC(=O)c2cn(C3CCCC3)c(=O)c3c2c2ccccc2n3C)cc1 | -1 | 5
C=C(C)CC1NC2CC(C)(C)C1c1c(Br)cccc12 (stereo not given) | . | -6
O=[N+]([O-])c1ccc(-c2nc(NCc3ccccc3)c3ccccc3n2)cc1 | -2 | 1
COc1ccc(C2Nc3ccccc3C(=O)N2Cc2ccco2)cc1COc1ccc(Cl)cc1 (stereo not given) | 8 | 55*
Cc1ccc(C(=O)NC(Nc2ccccc2)C(Cl)(Cl)Cl)cc1 (stereo not given) | -57 | -22
O=C(NCc1ccccc1Cl)c1cccn2c(=O)c3ccc(Cl)cc3nc12 | -4 | 12
COc1cccc(C(=O)N2CCC3(C2)NCc2ccccc2NC3=NC(C)(C)C)c1OC (stereo not given) | -8 | 40
CCC(=O)N1CCN(c2nc3c(s2)CC(C(=O)NCc2ccc(C)o2)CC3)CC1 (stereo not given) | 3 | 16
C=CCn1c(NC(=O)c2ccco2)nc2ccccc21 | 5 | 27
Cc1ccc(F)c(NC(=O)c2c(O)c3cccnc3n(-c3cccc(F)c3)c2=O)c1 | -2 | -12
CCCn1cc(S(=O)(=O)Nc2ccc(Cl)cc2F)c2cccnc21 | 13 | 39
c1cncc(-c2noc(COC3CCN(Cc4ccoc4)CC3)n2)c1 | 2 | -3
Cc1ccc(C2Cn3nnc(C(=O)N4CCN(C(=O)c5ccoc5)CC4)c3CO2)cc1 (stereo not given) | -6 | 2
COc1ccc(-c2cn3c(C)c(C(=O)NC(C)C)sc3n2)cc1 | -1 | -2
Cc1ccc(C)c(NC(=O)COc2ccccc2C)c1 | -2 | -6
NCCOc1ccccc1-c1ccccc1 | -7 | -2
COc1ccc(CCNC(=O)/C=C2\Sc3ccccc3NC2=O)cc1OC | -2 | 2
O=C1c2nccnc2C(=O)N1c1cc(Cl)c(-n2cccc2)cc1Cl | 4&-1 | .
COc1ccc(-c2nnc3cccc(Cl)n23)c(OC)c1 | -3 | 2
S=c1[nH]nc(-c2cc(-c3ccccc3)n[nH]2)n1/N=C/C=C/c1ccco1 | . | +
COc1ccccc1Cc1noc(C2CN(C(=O)c3ccco3)C2)n1 | -6 | -20
Oc1ccccc1C=NCC1CCC(CN=Cc2ccccc2O)CC1 (stereo not given) | -1&-4 | .
COc1ccccc1CNC(=O)C(=O)Nc1ccccc1C | -3 | 4
O=C1C2C(c3ccccc3)OC3(C(=O)c4ccccc4C3=O)C2C(=O)N1c1ccc(Cl)cc1 (stereo not given) | 33 | 13
Cc1cc(F)ccc1NC(=O)CN1CCC(c2nc(-c3ccccc3Cl)no2)CC1 | -7 | 24
O=C(NC(Nc1ccc(Br)cc1)C(Cl)(Cl)Cl)c1ccco1 (stereo not given) | 0 | 30
Cc1ccc(NC(=O)c2cc3n(n2)CCCC3)c(C)c1 | 2 | -5
CC1CCN(C(=O)CCc2nnc(-c3cccc(F)c3)[nH]c2=O)CC1 | 1 | 11

Exported with each value named: four of the compounds above.
COc1ccc(C2Nc3ccccc3C(=O)N2Cc2ccco2)cc1COc1ccc(Cl)cc1 (stereo not given)
  Pf apPOL inh = 8	mHTT CaM bind = 55*

S=c1[nH]nc(-c2cc(-c3ccccc3)n[nH]2)n1/N=C/C=C/c1ccco1
  Pf apPOL inh = .	mHTT CaM bind = +

Cc1ccc(NC(=O)c2cc3n(n2)CCCC3)c(C)c1
  Pf apPOL inh = 2	mHTT CaM bind = -5

Cc1ccsc1C1NC(=O)c2c(sc3c2CCCC3)N1 (stereo not given)
  Pf apPOL inh = -1	mHTT CaM bind = 11&26

Continued:
SMILES | Pf apPOL inh | mHTT CaM bind
CC(=O)N1c2ccc(S(=O)(=O)N3CCC(c4ccncc4)CC3)cc2CC1C (stereo not given) | -1 | 0
COc1ccccc1/C=C/C1=NC(=C/c2ccc(Cl)cc2Cl)/C(=O)O1 | -2 | 5
CN(C)CCSC(=S)NC1CCCCCCC1 | 16&20 | .
Cn1cc2c3c(cccc31)CN(C(=O)CC(C)(C)C)CC2 | -6 | 25
O=C(O)CCN1C(=O)C2C3CC(C(Br)C3Br)C2C1=O (stereo not given) | 26 | 0
COc1ccc(C(=O)NCCNc2ccc([N+](=O)[O-])cc2)cc1Cl | -9 | 5
O=C1CN(C(=O)c2ccc(F)cc2)C(c2ccc(F)cc2)c2cc(Br)ccc2N1 (stereo not given) | -3 | 35
Cc1oc(C(=O)O)cc1CN1CCCCC1 | -10 | -4
COc1cc(C=C2C(=O)NC(=O)NC2=O)ccc1Oc1ccc([N+](=O)[O-])cc1[N+](=O)[O-] | 3 | 22
COC1C=CCC2(C)Oc3c(C)c(O)c4c(O)c(cc(CCC(=O)O)c4c3C2=O)NC(=O)C(C)=CC=CC(C)C(O)C(C)C(O)C(C)C(OC(C)=O)C1C (stereo not given) | -3 | .
CCc1cccc(NC(=O)Cc2cn3cc(F)ccc3n2)c1 | -7 | 3
COCCNC(=O)C1CCN(S(=O)(=O)N2CCC3(CC2)OCCO3)CC1 | -19 | 0
NC(=O)C1CCN(C(=O)C(Cc2ccccc2)N2C(=O)c3ccccc3C2=O)CC1 (stereo not given) | -8 | 1
COc1ccc(OC)c(NC(=O)c2ccc(C)o2)c1 | 11 | 7
CCc1nc2c(c(=O)n1CC(=O)Nc1c(F)cccc1F)CN(Cc1ccccc1)CC2 | -4 | -7
O=[N+]([O-])c1cc(Br)c2nsnc2c1N1CCCCCC1 | . | 51*
O=C(NCCC1=CCCCC1)C(=O)NCC1(c2ccc(F)cc2)CC1 | -6 | -16
O=C1CC(NCCC2=CCCCC2)C(=O)N1c1ccc(F)cc1 (stereo not given) | -6 | 0
COc1cccc(-c2nnc3n2N=C(c2cc(OC)ccc2OC)CS3)c1 | . | 7
CC1CCN(S(=O)(=O)c2ccc(Cl)cc2)CC1 | -4 | -23
O=S(=O)(Nc1ncccn1)c1ccc(F)cc1 | . | -2
Cc1ccc(NC(=O)c2cccnc2N(C)C)c(Cl)c1 | 1 | -16
